Source: PubChem (Johns Hopkins Ion Channel Center)
TRPC4 PAM: allosteric potentiators of mouse TRPC4 channel; Q9QUQ5; AID 2227; B-score at 10 µM; HEK293 TRPC4beta/mu-opioid, DAMGO EC20, Fluo-4 Ca2+ flux; active compounds read high; hit rate 0.42% among 310,000;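 active = B-score of calcium response area above 5 SD of library B-scores, with initial fluorescence ratio within 5 SD of library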;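 note: B-score of integrated fluorescence ratio over time as area under calcium response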
MrgX1 antag: human MrgX1 receptor antagonism, primary screen. B-score at 10 µM. hit rate 1.3% among 310,000. MRGX1-HEK293 calcium flux, Fluo-4, BAM8-22 antagonism; active compounds read low. Q96LB2;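 active = calcium-response B-score plate-corrected more than 3 library SD below zero, starting fluorescence within 5 deviations, no agonist response on first addition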;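 note: peak minus trough fluorescence over baseline after final BAM8-22 challenge near maximal dose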
Target sequence (Q96LB2 whole entry, looked up): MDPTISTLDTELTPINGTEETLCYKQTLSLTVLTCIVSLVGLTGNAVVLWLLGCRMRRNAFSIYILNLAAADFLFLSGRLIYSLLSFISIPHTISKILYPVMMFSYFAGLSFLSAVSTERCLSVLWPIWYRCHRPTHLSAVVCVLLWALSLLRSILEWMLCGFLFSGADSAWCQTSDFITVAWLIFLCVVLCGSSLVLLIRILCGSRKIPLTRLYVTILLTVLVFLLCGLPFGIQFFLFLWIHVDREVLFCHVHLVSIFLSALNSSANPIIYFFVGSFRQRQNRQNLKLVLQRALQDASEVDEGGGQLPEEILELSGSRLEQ
TRPC6 activator: activators of mouse TRPC6 channel | hit rate 0.13% among 310,000 | B-score at 10 µM | HEK293-TRPC6 membrane potential dye fluorescence; active compounds read high | Q61143;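 active = B-score of the integrated fluorescence ratio above library mean plus 3 SD, and starting fluorescence ratio within library mean plus 5 SD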;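 note: higher score means more depolarization so channel activation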
TRPC6 inh: mouse TRPC6 channel inhibition; AID 2553; Q61143; HEK293-TRPC6, membrane potential dye, ACh-evoked depolarization; active compounds read low; hit rate 1.1% among 310,000; B-score at 10 µM;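 active = B-score under library mean minus 3 SD, initial fluorescence not abnormally high, positive integrated signal ratio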;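 note: B-score derived from integrated fluorescence ratio over the kinetic read; more negative B-score means stronger inhibition of depolarization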
MrgX1 ag: human MrgX1 receptor agonism, primary screen | B-score at 10 µM | AID 588627 | MrgX1-HEK293 cells, Fluo-4 calcium fluorescence, agonist mode; active compounds read high | Q96LB2 | hit rate 0.44% among 310,000;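 active = calcium response B-score plate-corrected fluorescence ratio at least 3 library SD, with starting fluorescence B-score inside 5 SD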
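Material: MrgX1-expressing HEK293 cells; input: 15,000 cells per well; doses: test compound given as first of three sequential additions; schedule: overnight plating before 1 h dye loading; technique: Fluo-4 NW calcium-flux fluorescence, kinetic read; evaluation: baseline-normalised fluorescence change ratio, B-scored; control set: plate-wise positive and negative controls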
TMEM16A act: activators or potentiators of mouse TMEM16A chloride channel. AID 623877. HEK293 TMEM16A/YFP-H148Q/I152L, iodide quench fluorescence; active compounds read low. B-score at 10 µM. Q8BHY3. hit rate 0.3% among 340,000;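 active = fluorescence-ratio B-score plate-corrected deviation score at least 3 library SD below zero, with starting fluorescence score within 5 deviations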;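 note: channel opened by trigger with iodide after compound preincubation; score built on the fluorescence ratio of max minus min over baseline; more negative score means more quench and so TMEM16A activation or potentiation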
RGS4 inh: inhibitors of human RGS4 | P49798 | HEK293 M3R/RGS4 inducible, Fluo-4 calcium flux; active compounds read high; triggered by carbachol at its EC20 | B-score at 10 µM | hit rate 0.45% among 310,000;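 active = B-score, a plate-corrected calcium signal, over three deviations above library mean, with baseline fluorescence within five deviations of library mean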;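 note: RGS4 expression induced by doxycycline in cells with stable M3 receptor; B-score is computed from the integrated fluorescence ratio over baseline after carbachol; higher B-score means a larger calcium signal and so more RGS4 inhibition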
Target sequence (P49798 whole entry, looked up): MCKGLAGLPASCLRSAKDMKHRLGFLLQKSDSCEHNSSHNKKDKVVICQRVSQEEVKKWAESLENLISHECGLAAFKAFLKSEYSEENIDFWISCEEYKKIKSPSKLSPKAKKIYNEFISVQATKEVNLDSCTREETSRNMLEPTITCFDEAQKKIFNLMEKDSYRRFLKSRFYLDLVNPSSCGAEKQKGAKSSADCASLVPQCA
TMEM16A inh: mouse TMEM16A channel inhibition, primary screen | Q8BHY3 | HEK293 TMEM16A/YFP iodide influx fluorescence, ionomycin | normalized B-score (activity score, 25-100; higher = stronger inhibition) at 10 µM | hit rate 1.2% among 310,000 | AID 588511;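 active = ratio plate-corrected score three or more library SD toward inhibition, starting fluorescence score within five deviations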;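 note: score derived from kinetic fluorescence span divided by baseline fluorescence per well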
TRPC4 block: blocks the mouse TRPC4 cation channel. B-score at 10 µM. Q9QUQ5. AID 2247. HEK293 TRPC4beta/mu-opioid, DAMGO-evoked Fluo4 calcium flux; active compounds read low. hit rate 0.39% among 300,000;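 active = B-score over 3 SD under the library average, no early fluorescence shift, positive overall ratio signal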
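Test system – stable TRPC4beta/mu-opioid receptor HEK293 cells · Probe or stimulus – DAMGO, a submaximal dose followed by a maximal one · Dosing – one concentration per compound · Signal – Fluo4 calcium fluorescence by kinetic imaging, 5 s 1 Hz baseline · Evaluation – per-well B score of integrated baseline-normalized Fluo4 ratio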
TRPC4 agonist: TRPC4 (mouse) channel activation. B-score at 10 µM. Q9QUQ5. HEK293 TRPC4beta/mu-opioid, Fluo4 calcium fluorescence; active compounds read high. hit rate 0.49% among 310,000;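 active = B-score above 5 SD of library B-scores, and initial fluorescence ratio not above library mean plus 5 SD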;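 note: positive B-score marks a calcium rise read as TRPC4 activation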
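Incubation: 45 min room-temperature Fluo4 loading, 110 s read / System: HEK293 cells stably co-expressing mouse TRPC4beta and mu-opioid receptor / Signal: Fluo4 fluorescence, kinetic / Control set: buffer (low) and maximal DAMGO (high) / Measure: integrated baseline-normalised fluorescence ratio, converted to per-well B score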
MrgX1 PAM: allosterically activates human MrgX1 receptor signaling | Q96LB2 | MrgX1-HEK293, Fluo-4 calcium flux, FDSS; active compounds read high | B-score at 10 µM | hit rate 0.63% among 310,000 | AID 588675;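 active = plate-corrected calcium response at least 3 library SD above typical, normal starting fluorescence, not activating the receptor alone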;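 note: compound read alongside a low EC10 to EC30 dose of BAM8-22 agonist; peak minus trough fluorescence over baseline measured at the second addition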
* marks the source's active call; other numbers are inactive results; i = inactive; · = not tested or not shown. Compounds were not picked by outcome (roughly 5.8% active in at least one column).

canonical_smiles | TRPC4 PAM | MrgX1 antag | TRPC6 activator | TRPC6 inh | MrgX1 ag | TMEM16A act | RGS4 inh | TMEM16A inh | TRPC4 block | TRPC4 agonist | MrgX1 PAM
O=C(N/C=C/c1ccccc1)c1ccccc1 | i | i | i | i | i | i | i | i | i | i | i
CCOc1ccccc1NCc1cc(=O)oc2cc(C)c(O)cc12 | i | i | i | i | i | i | i | i | i | i | i
[N-]=C=C1C(=O)NC(=O)C([n+]2ccc(-c3ccncc3)cc2)C1c1ccccc1C(F)(F)F (configuration not stated) | i | i | i | i | i | i | i | i | i | i | i
COc1ccc(-c2nc(C#N)c(N3CCN(c4cccc(Cl)c4)CC3)o2)cc1OC | i | i | i | i | i | i | i | i | i | i | i
O=C(Nc1ccc(-n2cnnn2)cc1)C1CCCCC1 | i | i | i | i | i | i | i | i | i | i | i
CCN(CC)S(=O)(=O)c1ccc(N2CCN(CCOc3ccc(OC)cc3)CC2)nc1 | i | i | i | i | i | i | i | i | i | i | i
Cn1nc(-c2ccccc2)c(CN2CCN(c3ncccn3)CC2)c1Cl | i | i | i | i | i | i | i | i | i | i | i
Cc1ccc(S(=O)(=O)N(C)c2ccc(OC(=O)CN3C(=O)NC4(CCCC4)C3=O)cc2)cc1 | i | i | i | i | i | i | i | i | i | i | i
Cc1cc(C)c2sc(N(CCCN(C)C)C(=O)c3ccc(Br)s3)nc2c1 | i | i | i | -9.63* | i | i | i | i | i | i | i
CCOC(=O)C(NCc1ccc2c(c1)OCO2)(NC(=O)c1ccccc1)C(F)(F)F (configuration not stated) | i | i | i | i | i | i | i | i | i | i | i
Cc1cc(C)n2nnnc2c1C#N | i | i | i | i | i | i | i | i | i | i | i
Cc1ccc(CNC(=O)C(=O)NCC2CCCN2S(=O)(=O)c2cccs2)cc1 (configuration not stated) | i | i | i | i | i | i | i | i | i | i | i
CCOC(=O)Cn1c(=O)oc2cc(S(=O)(=O)N(CCN(C)C)Cc3ccccc3)ccc21 | i | i | i | i | i | i | i | i | i | i | i
Cc1nc2c(C(=O)NCCC3=CCCCC3)c[nH]n2c(=O)c1Cl | i | i | i | i | i | i | 16.9* | i | i | i | i
CCOC(=O)c1ccc(NC(=O)C2CCC(CNc3c(N4CCOCC4)c(=O)c3=O)CC2)cc1 (configuration not stated) | i | i | i | i | i | i | i | i | i | i | i
CCn1c(SCC(=O)Nc2ccc(F)cc2F)nc2c(c1=O)SCC2 | i | i | i | i | i | i | i | i | i | i | i
N#Cc1c(-c2ccc(Cl)cc2)cc(-c2ccccc2)nc1SCC(=O)O | i | i | i | i | i | i | i | i | i | i | i
CCOc1ccccc1NC(=O)Cc1ccccc1OC | i | i | i | i | i | i | i | i | i | i | i
CC(=O)Nc1cccc(C(=O)/C=C/c2cccs2)c1 | i | i | i | i | i | i | i | i | i | i | i
Cc1ccc2c(C)nc(Nc3ncc4c(n3)CCCC4=O)nc2c1 | i | i | i | i | i | · | i | i | i | i | i
O=C1N(c2ccccc2)C(c2ccc(Cl)cc2)N2CCCN12 (configuration not stated) | i | i | i | i | i | i | i | i | i | i | i
O=C(CNC(=O)c1cccs1)OCc1ccc(Cl)cc1 | i | i | i | i | i | i | i | i | i | i | i
CC(OC(=O)Cn1[nH]c(=O)c2ccccc2c1=O)C(=O)Nc1ccccc1[N+](=O)[O-] (configuration not stated) | i | i | i | i | i | i | i | i | i | i | i
CCCC1=NN2C(=N)/C(=C\c3ccc(OCCOc4ccc(NC(C)=O)cc4)c(OC)c3)C(=O)N=C2S1 | i | i | i | i | i | i | i | i | i | i | 15*
O=C(NCCCN1CCOCC1)c1ccccc1N1C(=O)[C@@H]2Cc3c([nH]c4ccccc34)C(c3ccc(F)cc3)N2C1=O (some centres not stated) | i | i | i | i | i | i | i | i | i | i | i
C#CCNC(=O)C1=C[C@H](c2ccc3c(c2)OCO3)C[C@H](OCCCCO)O1 | i | i | i | i | i | · | i | i | i | i | i
Cc1cc(C(F)F)nn1CC(=O)NCc1ccc(Cl)cc1Cl | i | i | i | i | i | i | i | i | i | i | i
COc1ccc(S(=O)(=O)Nc2ccc3cn[nH]c3c2)cc1C | i | i | i | i | i | i | i | i | i | i | i
O=C(CSc1ncccn1)NCCc1ccccc1 | i | i | i | i | i | i | i | i | i | i | i
COc1cccc(CN2C[C@]34C=C[C@@H](C[C@@H]3S2(=O)=O)O4)c1 | i | i | i | i | i | i | i | i | i | i | i
COC(=O)c1cc(NC(=O)Cc2ccc(OC)c(OC)c2)cc(C(=O)OC)c1 | i | i | i | i | i | i | i | i | i | i | i
COc1ccc(/C(O)=C2/C(=O)C(=O)N(c3ncccn3)C2c2ccc(F)cc2)cc1 (configuration not stated) | i | i | i | i | i | i | i | i | i | i | i
CCN(CC)S(=O)(=O)c1ccc(C)c(NC(=O)COC(=O)CN2C(=O)NC(C)(C)C2=O)c1 | i | i | i | i | i | i | i | i | i | i | i
Clc1ccc(-n2nnnc2-c2cnc3ccc(Cl)cc3c2-c2ccccc2)cc1 | i | i | i | i | i | i | i | i | i | i | i
COc1ccc(N2C(=O)C(Cl)=C(N(CCO)Cc3ccccc3)C2=O)cc1 | i | i | i | i | i | i | i | i | i | i | i
O=S(=O)(c1cc(Cl)ccc1Cl)N1CCC2(CC1)OCCO2 | i | i | i | i | i | i | i | i | i | i | i
O=C(CSc1nnnn1-c1ccc(O)cc1)c1cc2ccccc2o1 | i | i | i | i | i | i | i | i | i | i | i
Cc1ccc(S(=O)(=O)N2C(=O)C(C)SC2=Nc2ccccc2)cc1 (configuration not stated) | i | i | i | i | i | i | i | i | i | i | i
CC1=Nc2ccccc2/C1=C/c1sc(=O)n(CC(=O)N2CCCC2)c1O | i | i | i | i | i | i | i | i | i | i | i
Cc1cc(NC(=O)C2C3C(=O)N(CC4CCCO4)C(C(=O)NC(C)(C)C)C34C=CC2(C)O4)no1 (configuration not stated) | i | i | i | i | i | i | i | i | i | i | i
Cc1ccccc1CNS(=O)(=O)c1ccc2c(c1)OCCO2 | i | -4.67* | i | i | i | i | i | i | i | i | i
CC(OC(=O)CCCc1nc2ccccc2s1)C(N)=O (configuration not stated) | i | i | i | i | i | i | i | i | i | i | i
O=C(O)C1C2CCC(O2)C1C(=O)NCCC1=CCCCC1 (configuration not stated) | i | i | i | i | i | i | i | i | i | i | i
CCOC(=O)C1CCCN(CC(=O)c2ccc(F)cc2)C1 (configuration not stated) | i | i | i | i | i | i | i | i | i | 81* | i
CCc1nc2ccccc2[nH]c1=O | i | i | i | i | i | i | i | i | i | i | i
CC(Sc1nc(-c2ccccc2)cc(C(F)(F)F)n1)C(=O)NCCN1CCOCC1 (configuration not stated) | i | i | i | i | i | i | i | i | i | i | i
COc1cccc(OC)c1C(=O)NC(=O)Nc1c(F)c(F)c(F)c(F)c1F | i | i | i | i | i | i | i | i | i | i | i
COc1ccc(CCNC(=O)C(=O)NCC2OCCN2S(=O)(=O)c2ccc(OC)cc2)cc1 (configuration not stated) | i | i | i | i | i | i | i | i | i | i | i
COc1cccc2c1O/C(=N\O)C(C(=O)Nc1cccc(C)c1C)C2 (configuration not stated) | i | i | i | i | i | i | i | i | i | i | i
CCC1CCCCN1C(=S)NC(=O)c1cccc([N+](=O)[O-])c1 (configuration not stated) | i | i | i | i | i | i | i | i | i | i | i
Cc1cccc(NC(=O)CSCC(=O)N(C)CCOc2ccc(Cl)cc2)c1 | i | i | i | i | i | i | i | i | i | i | i
N#Cc1cn(-c2ccccc2)nc1-c1cc2ccccc2oc1=O | i | i | i | i | i | i | i | i | i | i | i
Cc1ccc(-c2nc(=S)c3c(n2Cc2cccnc2)CC(C)(C)OC3)cc1 | i | i | i | i | i | i | i | i | i | i | i
CCN(CC(=O)NCc1cccs1)C(=O)c1ccc(S(=O)(=O)Nc2ccccc2)cc1 | i | i | i | i | i | i | i | i | i | i | i
C/C(=C\C(=O)c1ccc(F)cc1)NCc1ccc2c(c1)OCO2 | i | i | i | i | i | -51.5* | i | 100* | i | i | i
c1ccc(-n2nnnc2NC2CCCCCC2)cc1 | i | i | i | i | i | i | i | i | i | i | i
O=C(Cn1c(NCCCO)nc2ccccc21)c1ccco1 | i | i | i | i | i | i | i | i | i | i | i
COc1ccc(S(=O)(=O)N(C)C)cc1NC(=O)COC(=O)c1nc2nccc(C)n2n1 | i | i | i | i | i | i | i | i | i | i | i
Cc1ccc2[nH]c3c(c2c1)CCCC3=O | i | i | i | i | i | i | i | i | i | i | i
CCC(=O)Nc1ccc(NC(=O)CSc2nnnn2C2CCCC2)cc1C | i | · | i | i | · | i | i | · | i | i | ·

(continued)
canonical_smiles | TRPC4 PAM | MrgX1 antag | TRPC6 activator | TRPC6 inh | MrgX1 ag | TMEM16A act | RGS4 inh | TMEM16A inh | TRPC4 block | TRPC4 agonist | MrgX1 PAM
CCC(=O)NC(NCC1CCCO1)C(Cl)(Cl)Cl (configuration not stated) | i | i | i | i | i | i | i | i | i | i | i
Cc1ccc2[nH]cc(CCNC(=O)c3ccco3)c2c1 | i | i | i | i | i | i | i | i | i | i | i
COc1ccc(-c2[nH]ncc2CN2CCCN(c3ccccc3)CC2)c(F)c1 | i | i | i | i | i | i | i | i | i | i | i
C/C(=N\NC(=O)c1c(C)nc2ccccn12)c1ccco1 | i | i | i | -5.7* | i | i | i | i | i | i | i
CCCCc1cc(=O)oc2c3c(cc(OCC(=O)NCCCO)c12)OC(C)(C)CC3 | i | i | i | i | i | i | i | i | i | i | i
